ATXN2 expr inh: Primary qHTS for Inhibitors of ATXN expression; HEK-293 ATXN2-luciferase reporter, luminescence, 24 h; Potency, µM (top dose mostly 57 µM), inactives show top-dose activity change, negative = inhibition, most hits filed as inhibitors; 0.72% of 360,000 active; further: potency means the concentration at half of the fitted maximal effect; on the % scale 0 is the no-effect control and ±100 the full control effect; nearly all actives have a fitted effect of over 55% in size
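qHTS (up to 57 uM final) was run with 24 h compound exposure of reporter cells at 37 °C. Each well was multiplexed: SteadyGlo luminescence measured ATXN2-luciferase expression after a fluorogenic Gly-Phe-AFC viability readout (25 uM final).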
HepG2 tox: qHTS for Inhibitors of TGF-b: Cytotox Counterscreen; Potency, µM (doses to about 46.1 µM), without a hit: at the highest dose activity change, negative = cytotoxicity, actives largely listed as cytotoxic; HepG2 CAGA-GFP viability, ATP luminescence, 18 h; 0.76% of 410,000 active; further: potency means the concentration at half of the fitted maximal effect; some results filed as inactive show a strong effect at the top dose
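HepG2 CAGA-GFP cells (1000/well, DMEM with 1% FBS) received compound, then TGF-beta at 500 pg/mL final, and were incubated 18 hours at 37 degrees C. Viability was read by CellTiter-Glo luminescence. Media-only wells were set as complete cell-killing and DMSO as no toxicity.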
Nrf2 ARE act: qHTS of Nrf2 Activators | AREc32 ARE-luciferase reporter (MCF7-derived line), luminescence, 24 h | Potency, µM (series often up to 46.1 µM), inactives show at the top dose activation, most hits filed as activators | 0.31% of 410,000 active; further: potency means the concentration at half of the fitted maximal effect; % of control where 0% means no effect; nearly all actives have a fitted effect of over 65% in size
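ARE activation measured as luciferase luminescence (Steady-Glo, 30 min RT) in AREc32_Fluc cells after 24 hr compound exposure at 37 deg C, 5% CO2; cells seeded overnight at 1000/well in OPTI-MEM, 5% FBS.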
Nrf2 inh: Nrf2 qHTS screen for inhibitors. A549 ARE-Fluc reporter, luciferase luminescence, 18-24 h. Potency, µM (highest dose often 46 µM), without a hit: top-dose activity change, negative = inhibition, actives largely listed as inhibitors. 2.1% of 360,000 active; further: potency means the concentration at half of the fitted maximal effect; on the % scale 0 is the no-effect control and ±100 the full control effect; nearly all actives have a fitted effect of over 60% in size
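Concentration-response testing used A549 ARE_Fluc cells at 5000 cells/well. Following an 18-24 h compound incubation, viability was read by fluorescence (Ex 405/Em 525) and luciferase output by luminescence.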
IL-2 act: qHTS of IL-2 Activators | IL-2 activation reporter assay, cell-based qHTS; stimulated with anti-CD3/CD4/CD28 beads; in transgenic mouse T cells | activation, % (series mostly up to about 46 µM) | 0.065% of 360,000 active; in the data active means activation above about 50%; inconclusive means mostly about 30% to 49%; further: 0% is about no effect
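Readout: EGFP and DsRed signals by fluorescent plate cytometry. Unstimulated transgenic mouse T cells received compound 60 min before antibody-bead stimulation, then incubated 18 h at 37 degrees C.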
TGFb SMAD3 inh: qHTS for Inhibitors of TGF-b | HepG2 CAGA-GFP TGF-b/SMAD3 reporter, GFP fluorescence, 18 h; TGF-beta stimulated, 500 pg/mL final | Potency, µM (top dose mostly 46.1 µM), without a hit: at the highest dose activity, negative = inhibition, usual class: inhibitors | 1.2% of 410,000 active; further: potency means the concentration at half of the fitted maximal effect; on the % scale 0 is the no-effect control and ±100 the full control effect; nearly all actives have a fitted effect of over 65% in size
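HEPG2 CAGA-GFP cells (1000/well, DMEM with 1% FBS) were pre-incubated 2 h at 37 degrees C, given compound by pin tool, then stimulated with TGF-beta at 500 pg/mL final for 18 h before per-cell GFP fluorescence imaging.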
A549 tox: Nrf2 qHTS screen for inhibitors: counterscreen for cytotoxicity. A549 ARE-Fluc cells, CellTiter-Fluor viability, 18-24 h. Potency, µM (series often up to 46 µM), without a hit: top-dose activity change, negative = cytotoxicity, usual class: inhibitors. 0.16% of 390,000 active. AID 504648, 2011; further: potency means the concentration at half of the fitted maximal effect; on the % scale 0 is the no-effect control and ±100 the full control effect
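A549 ARE_Fluc cells in 5% FBS OPTI-MEM were exposed to compounds in concentration-response for 18-24 h at 37 deg C. Viability was read by CellTiter-Fluor fluorescence (Ex 405/Em 525) after 30 min, before the luciferase read.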
EPAC2 ag: qHTS for Agonist of cAMP-regulated guanine nucleotide exchange factor 4 (EPAC2): primary screen; Rap guanine nucleotide exchange factor 4 (Homo sapiens), Q8WZA2; EPAC2 activation, biochemical qHTS; response scale: 100% = 6.5 mM cAMP response; Potency, µM (titrated, usually from 154 µM), for inactives: at the highest dose activation, hits mostly activators; 0.079% of 360,000 active; further: potency means the concentration at half of the fitted maximal effect; nearly all actives have a fitted effect of over 50% in size
Target sequence (Q8WZA2 whole entry, looked up): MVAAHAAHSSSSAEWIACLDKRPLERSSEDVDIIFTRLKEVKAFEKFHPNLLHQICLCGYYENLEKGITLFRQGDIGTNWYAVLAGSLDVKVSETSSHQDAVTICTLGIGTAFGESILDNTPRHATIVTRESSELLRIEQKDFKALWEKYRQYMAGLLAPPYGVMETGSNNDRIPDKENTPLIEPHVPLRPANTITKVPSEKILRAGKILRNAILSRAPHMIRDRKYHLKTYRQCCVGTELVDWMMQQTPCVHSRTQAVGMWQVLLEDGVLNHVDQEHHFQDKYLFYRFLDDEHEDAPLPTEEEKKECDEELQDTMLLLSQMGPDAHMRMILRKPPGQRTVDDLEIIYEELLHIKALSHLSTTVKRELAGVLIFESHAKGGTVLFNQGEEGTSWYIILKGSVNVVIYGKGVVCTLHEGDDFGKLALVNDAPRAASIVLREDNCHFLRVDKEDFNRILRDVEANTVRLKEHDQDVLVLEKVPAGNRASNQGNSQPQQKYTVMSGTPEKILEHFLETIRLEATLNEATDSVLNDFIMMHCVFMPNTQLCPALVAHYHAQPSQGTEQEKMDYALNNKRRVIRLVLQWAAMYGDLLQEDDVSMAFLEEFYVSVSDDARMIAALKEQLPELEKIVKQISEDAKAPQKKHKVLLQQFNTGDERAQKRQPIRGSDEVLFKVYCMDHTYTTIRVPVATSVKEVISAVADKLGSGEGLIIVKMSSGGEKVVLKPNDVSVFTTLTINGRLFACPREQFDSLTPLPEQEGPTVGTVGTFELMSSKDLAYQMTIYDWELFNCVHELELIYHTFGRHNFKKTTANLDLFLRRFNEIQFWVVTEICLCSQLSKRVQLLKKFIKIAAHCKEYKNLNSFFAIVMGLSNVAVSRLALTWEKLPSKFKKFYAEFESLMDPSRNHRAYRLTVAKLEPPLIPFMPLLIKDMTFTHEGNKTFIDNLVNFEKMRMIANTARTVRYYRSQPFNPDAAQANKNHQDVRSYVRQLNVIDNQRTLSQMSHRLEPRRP
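Exchange assay: 100 nM EPAC2 with 250 nM Rap1B-BODIPY-GDP and 50 uM GDP. Fluorescence (ex 480/em 540 nm) read every 5 min for 30 min at room temperature. Data normalized to 6.5 mM cAMP as agonist control.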
ATXN viability: Viability Counterscreen for Primary qHTS for Inhibitors of ATXN expression. AID 651635, 2014. S2 cells (HEK-293 line with an ATXN2-luciferase reporter) viability, CellTiter-Fluor protease fluorescence, 24 h. Potency, µM (titrated, usually from 56.7 µM), actives largely listed as cytotoxic. 0.49% of 400,000 active; further: potency means the concentration at half of the fitted maximal effect; nearly all actives have a fitted effect of over 40% in size
Active calls of the source: *; i = inactive; ? = inconclusive; nt = no result given; & = joins results of further samples; [ ] = another dose, or the depositor's remark. Unless noted, the call rests on the fitted dose curve; in most records, active means well fitted curve in the direction sought with a large enough effect; inconclusive means small, poorly fitted or top-dose-only effect, or another doubt; inactive means no such curve, though single readings can be large; an effect the other way counts as inactive or inconclusive. Rows are unselected; about 4.3% have a hit in one of these screens.

entry	Molecule	ATXN2 expr inh	HepG2 tox	Nrf2 ARE act	Nrf2 inh	IL-2 act	TGFb SMAD3 inh	A549 tox	EPAC2 ag	ATXN viability
1	O=C(CN1C(=O)c2ccccc2C1=O)N1CCN(c2nnc(-c3ccccc3)c3ccccc23)CC1	14%	-8%	-0.5%	-22%	-1.6	-2%	-18%	-3%	i
2	COc1ccccc1C1=CN(Cc2ccccc2)CCC1=O	1%	-25%	-1.7%	-18%	0.6	-2%	-3%	5%	i
3	COc1cc(C(=O)OCC(=O)N2CCCC2)cc2c1OCCO2	nt	-8%	5.5%	-4%	-0.4	10%	-1%	10%	?
4	Cc1ccc(C(=O)O)cc1S(=O)(=O)Nc1ccccc1C(=O)NC1CC1	5%	14%	-0.6%	0%	0.6	24%	-1%	-3%	i
5	COc1ccc(OC2C(=O)N(Cc3ccc(F)cc3)C2c2cc(OC)c(OC)c(OC)c2)cc1 (configuration not stated)	-11%	-9%	-0.7%	-12%	-3.3	-1%	-5%	13%	i
6	Cc1cc(NCCN2CCOCC2)c2ccc3ccccc3c2n1	?	-15%	15%	-27%	-0.5	5%	?	3%	?
7	O=C(c1ccco1)N1CCN(c2ncnc3c(-c4ccccc4)nsc23)CC1	58%[activator]	-15%	12%	?	-1.1	1%	-10%	3%	i
8	Cc1ccc(-c2csc(-c3nc(-c4ccc(Br)s4)cs3)n2)cc1	-4%	6%	11%	3%	nt	3%	-10%	nt	i
9	CNc1ccc(Cl)cc1C(N)=O	1%	-3%	0.2%	-2%	0.2	-10%	12%	-1%	i
10	O=C(Nc1cccc(C(F)(F)F)c1)c1cncs1	-8%	8%	1.8%	10%	0.1	-3%	0%	0%	i
11	CCc1ccc(CN2CCCC(CNC(=O)c3cccc(OC)c3OC)C2)cc1 (configuration not stated)	-17%	-24%	-0.2%	-13%	-1.0	-19%	4%	4%	i
12	Fc1cccc(Cc2c(-c3cccc(Br)c3)nc3c(Cl)cc(C(F)(F)F)cn23)c1	6%	-17%	7.7%	nt	0.2	-4%	nt	3%	i
13	Cc1ccc(C(C)C)c(OCC(=O)Nc2ccc3c(c2)nc(CN2CCCC2)n3C)c1	-5%	-22%	5.6%	nt	1.8	-4%	1%	-8%	i
14	CS(=O)(=O)/C(C#N)=C/c1c(-c2ccccc2)nc2n1CCS2	-36%	-6%	3.6%	11%	0.4	1%	0%	1%	?
15	COc1ccc(NC(=O)C[C@H]2C(=O)N(c3ccc(OC)cc3)C[C@@H]2c2ccc(Br)cc2)cc1	6%	-35%	8.0%	nt	-1.5	-1%	nt	13%	?
16	COc1cc(OC)cc(C(=O)Nc2cccc(NC(=O)c3cc(OC)cc(OC)c3)n2)c1	-13%	-70%	-0.1%	?	0.4	-8%	-13%	9%	?
17	CC(=O)c1cnc(-c2ccccc2)s1	16%[11.3 µM]	0%	15%	?	1.3	?	-9%	3%	i
18	Cc1ccc(NC(=O)C(Cc2ccccc2)NS(=O)(=O)c2cccs2)cc1Cl (configuration not stated)	-1%	2%	-0.3%	6%[9.27 µM]	nt	-1%	-12%	nt	i
19	COc1ccc(-c2csc(NC(=O)CSc3ccc(Br)cc3)n2)c(OC)c1	5%	4%	0.5%	?	-0.7	0%	-3%	11%	i
20	COc1ccccc1N1CCN(C(=O)C2CCCN(S(=O)(=O)c3ccc4c(c3)oc(=O)n4C)C2)CC1 (configuration not stated)	-24%	-12%&-24%	0.6%&-0.5%	?	-4.3	-23%&-7%	-7%&-5%	-5%	i
21	COc1ccccc1CNC(=O)CCCCn1c(=O)c2ccccc2n(CC(=O)Nc2cccc(Cl)c2)c1=O	-3%	-17%	-0.9%	-10%	nt	-23%	-1%	nt	?
22	COc1ccc2nc(NC(=O)c3cccc(N4C(=O)CCC4=O)c3)sc2c1	-14%	-1%	-1.0%	?	-0.6	19%	1%	1%	i
23	COC(=O)c1[nH]c2ccc(C)cc2c1NC(=O)C(C)N1CCN(C2CCCCC2)CC1 (configuration not stated)	11%	-4%	-1.0%	5%	0.5	8%	-6%	12%	i
24	CCC1=NC(c2ccc(OC)cc2)N(O)C1(C)C (configuration not stated)	5%	12%	-0.5%	23%	-0.5	33%	1%	0%[15.6 µM]	i
25	Cc1csc2nc(O)c(C(=O)NCCC3=CCCCC3)c(=O)n12	1%	-1%	1.6%	-29%	2.1	4%	-7%	-10%	i
26	COc1nc(OC)nc(Oc2ccc(Cl)cc2[N+](=O)[O-])n1	4%	-4%	5.5%	-5%	-3.0	10%	-2%	-3%	i
27	COc1ccc(CNS(=O)(=O)NCc2ccc(C)cc2)cc1	-2%	4%	-0.5%	14%	0.3	-2%	-7%	-3%	i
28	CC(=O)Nc1ccc(S(=O)(=O)N2CCCN(S(=O)(=O)c3ccc(NC(C)=O)cc3)CC2)cc1	3%	-10%	-0.3%	3%	0.0	3%	-4%	-3%	i
29	N/C(=N\OC(=O)CC1CCCCC1)c1ccc(Cl)cc1	15%	7%	4.9%	18%	0.0	?	-2%	3%	?
30	COc1cc(C(=O)NCCC(=O)NCCCN2CCCCC2C)cc(OC)c1OC (configuration not stated)	-1%	-13%	-0.2%	1%	-3.1	7%	6%	4%	i
31	Cc1cc(CNC(=O)Cc2ccccc2)c2ccccc2n1	29%	-27%	0.6%	0%	0.5	0%	13%	10%	i
32	Cc1ccc(NC(=O)CCC(=O)OCC(=O)c2ccc(Oc3ccc([N+](=O)[O-])cc3)cc2)c(C)c1	-4%	5%	-0.2%	0%	1.6	20%	-6%	8%	i

Arranged by formula weight (descending): part of the list above
entry	Molecule	ATXN2 expr inh	HepG2 tox	Nrf2 ARE act	Nrf2 inh	IL-2 act	TGFb SMAD3 inh	A549 tox	EPAC2 ag	ATXN viability
21	COc1ccccc1CNC(=O)CCCCn1c(=O)c2ccccc2n(CC(=O)Nc2cccc(Cl)c2)c1=O	-3%	-17%	-0.9%	-10%	nt	-23%	-1%	nt	?
32	Cc1ccc(NC(=O)CCC(=O)OCC(=O)c2ccc(Oc3ccc([N+](=O)[O-])cc3)cc2)c(C)c1	-4%	5%	-0.2%	0%	1.6	20%	-6%	8%	i
30	COc1cc(C(=O)NCCC(=O)NCCCN2CCCCC2C)cc(OC)c1OC (configuration not stated)	-1%	-13%	-0.2%	1%	-3.1	7%	6%	4%	i
22	COc1ccc2nc(NC(=O)c3cccc(N4C(=O)CCC4=O)c3)sc2c1	-14%	-1%	-1.0%	?	-0.6	19%	1%	1%	i
25	Cc1csc2nc(O)c(C(=O)NCCC3=CCCCC3)c(=O)n12	1%	-1%	1.6%	-29%	2.1	4%	-7%	-10%	i
26	COc1nc(OC)nc(Oc2ccc(Cl)cc2[N+](=O)[O-])n1	4%	-4%	5.5%	-5%	-3.0	10%	-2%	-3%	i
29	N/C(=N\OC(=O)CC1CCCCC1)c1ccc(Cl)cc1	15%	7%	4.9%	18%	0.0	?	-2%	3%	?
31	Cc1cc(CNC(=O)Cc2ccccc2)c2ccccc2n1	29%	-27%	0.6%	0%	0.5	0%	13%	10%	i
24	CCC1=NC(c2ccc(OC)cc2)N(O)C1(C)C (configuration not stated)	5%	12%	-0.5%	23%	-0.5	33%	1%	0%[15.6 µM]	i

Following part:
entry	Molecule	ATXN2 expr inh	HepG2 tox	Nrf2 ARE act	Nrf2 inh	IL-2 act	TGFb SMAD3 inh	A549 tox	EPAC2 ag	ATXN viability
33	CSc1ncc(CN2CCCC(C(=O)c3ccc(C(C)(C)C)cc3)C2)cn1 (configuration not stated)	nt	-19%	8.9%	?	-0.2	-25%	-4%	5%	i
34	COCCN(C(=O)c1ccc(N(C)S(=O)(=O)c2ccc(C)cc2)cc1)c1c(N)n(CC(C)C)c(=O)[nH]c1=O	4%	-2%	0.0%	8%	-0.4	3%	3%	4%	i
35	C=CCn1c(SCC(=O)NC2CCCc3ccccc32)nnc1-c1ccncc1 (configuration not stated)	6%	2%	-0.1%[9.22 µM]	6%	-0.1	-1%	-1%	-9%	i
36	O=C(c1ccc2c(c1)OCO2)N1CCN(c2ccccn2)CC1	2%	0%	-0.3%	-3%	0.6	14%	4%	0%	i
37	O=C(COc1ccccc1F)NNC(=O)c1ccc(N2CCCCC2)c([N+](=O)[O-])c1	5%	3%	-0.2%	13%	-0.3	-3%	0%	-3%	?
38	Cc1ccc(CSc2nc(-c3cccs3)ccc2C#N)cc1	-1%	-21%	?	3%	nt	45%[activator]	-1%	nt	i
39	COc1cccc(NC(=O)c2oc3ccccc3c2NC(=O)C23CC4CC(CC(C4)C2)C3)c1	11%	-15%	-0.1%	0%	nt	-20%	7%	nt	i
40	O=C(CN(Cc1cccs1)C(=O)CSc1nnc(COc2ccccc2)o1)NC1CCCCC1	14%	15%	-0.8%	-15%	-0.3	-10%	-10%	1%	i
41	COc1cccc(OC)c1OCC(O)CN1CCN(c2ccc(F)cc2)CC1 (configuration not stated)	?	6%	0.0%	-1%	2.3	0%	2%	6%	?
42	CCCS(=O)(=O)NC(=O)C1(C)CCN(C(=O)c2ccc3ccccc3c2)C1 (configuration not stated)	9%	-75%	-0.1%	nt	0.1	-1%	nt	7%	i
